FXIIa single: human FXIIa protease inhibitors, primary screen, biochemical, single well; Coagulation factor XII (Homo sapiens), P00748; purified human FXIIa, AMC substrate fluorescence, 2 h; actives 0.2% (n = 33,000); inhibition, % at 10 µM; in the data active = inhibition above about 30%;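 note: 0% = enzyme with vehicle only and 100% = no enzyme blank; many of its hits are not listed in these tables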
Target sequence (P00748 20-372 limits assumed): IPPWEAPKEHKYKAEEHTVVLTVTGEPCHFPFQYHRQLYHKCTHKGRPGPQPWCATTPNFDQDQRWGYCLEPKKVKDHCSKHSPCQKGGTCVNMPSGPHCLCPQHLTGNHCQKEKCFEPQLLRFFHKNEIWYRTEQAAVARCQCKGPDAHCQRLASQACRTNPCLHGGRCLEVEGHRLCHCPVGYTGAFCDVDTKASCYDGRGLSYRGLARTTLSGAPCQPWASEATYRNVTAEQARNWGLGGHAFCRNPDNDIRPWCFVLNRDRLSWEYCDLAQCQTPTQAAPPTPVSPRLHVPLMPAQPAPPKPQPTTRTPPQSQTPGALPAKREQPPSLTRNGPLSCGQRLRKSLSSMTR
Target sequence (P00748 373-615 limits assumed): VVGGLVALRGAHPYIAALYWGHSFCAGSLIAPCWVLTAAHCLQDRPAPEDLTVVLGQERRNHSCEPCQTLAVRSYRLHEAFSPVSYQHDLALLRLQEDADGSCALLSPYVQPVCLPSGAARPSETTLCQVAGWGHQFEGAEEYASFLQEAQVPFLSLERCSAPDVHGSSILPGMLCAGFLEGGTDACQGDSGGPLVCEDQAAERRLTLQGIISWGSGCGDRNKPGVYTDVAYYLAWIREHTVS
FXIa inh: human FXIa protease inhibitors, primary screen, biochemical, single compound per well. purified human FXIa, fluorogenic AMC substrate cleavage. inhibition, % at 10 µM. actives 0.3% (n = 33,000). AID 687, 2007;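 active = inhibition above 40% in the primary screen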;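 note: 0% = enzyme without compound and 100% = blank wells lacking enzyme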
Starred values were filed as active, the others as inactive.

FXIIa single	FXIa inh	structure
-11	0	CCSc1nnc(NC(=O)c2ccccn2)s1
-3	2	COC(=O)c1ccc(NC(=O)C2CCCO2)cc1 (stereo not given)
4	-4	O=C(NCC(c1cccnc1)N1CCN(c2ccccc2F)CC1)c1ccco1 (stereo not given)
5	7	O=C(CN1CCCCCC1)Nc1ccc(F)c(F)c1
5	-1	CCC(C)c1ccc2oc(-c3ccc(NC(=O)c4ncn[nH]4)cc3)nc2c1 (stereo not given)
7	2	CCCCNC(=O)COC(=O)c1cc(F)c(F)cc1Cl
3	-7	O=C(COc1ccc(S(=O)(=O)NC2CCCC2)cc1)N1CCCCCC1
3	-16	Cc1ccc(-c2noc(CN(C(=O)Cc3ccccc3)C(C)C)n2)cc1
8	-9	O=C(Nn1c(O)c(C=C2N=c3ccccc3=N2)sc1=S)c1ccccc1Cl
-1	-4	Cc1ccc(-c2nn(C)c(=O)c3ccccc23)cc1CN1CCOCC1
9	7	Cc1nn(C(C)(C)C)c(OC(=O)c2ccc3c(c2)OCO3)c1Sc1ccccc1
-4	-4	CCCSc1nnc(CSc2nc3ccccc3s2)n1-c1ccccc1
-14	-4	CCOc1ccc(N2C(=O)c3cccnc3C2=O)cc1
5	-1	COc1ccccc1NC(=O)c1ccccc1NS(C)(=O)=O
13	2	Cc1nc(-c2cccc(NS(C)(=O)=O)c2)cs1
-9	34	CCC(C)(C(=O)NC1CCCCC1)N(C(=O)c1ccccn1)c1ccccc1 (stereo not given)
-1	-5	S=c1[nH]nc(-c2ccccc2)o1
-3	-11	CC(=O)Nc1ccc(S(=O)(=O)Nc2nnc(C(C)C)s2)cc1
-13	2	Cc1ccc(-n2c(SCC(=O)OC(C)C)nnc2-c2ccncc2)cc1
8	2	Cc1ccccc1CSc1nc2c(c(=O)[nH]1)CCCC2
-1	3	CCC(C)c1ccc(NC(=O)CC(C)=O)cc1 (stereo not given)
9	1	Cc1cc(C)c(C#N)c(OCC(=O)c2ccc(Br)cc2)n1
14	7	CC(=O)Nc1ccc(S(=O)(=O)NC2(C(F)(F)F)C(=O)Nc3c2c(=O)n(C)c(=O)n3C)cc1 (stereo not given)
6	8	COn1c(SCc2ccc(C)cc2C)nc2ccccc2c1=O
4	2	Cc1ccc(S(=O)(=O)Cc2ccc(C(=O)OCc3ccccc3)cc2)cc1
-13	0	COC(=O)Nc1sc2c(c1C(N)=O)CCCCCC2
4	0	O=C(COC(=O)c1ccc[nH]c1=O)NC1CCCC1
7	6	COC(=O)C1=C(C(C)=O)C(c2ccc(C)cc2)n2nnnc2N1 (stereo not given)
11	2	CC1=CC(C)=Nc2ccc(C)cc2N1
7	2	CC1(C)CC(=O)c2cnc(NC(=O)CSc3nc4ccccc4o3)nc2C1

Full records from above.
Cc1ccccc1CSc1nc2c(c(=O)[nH]1)CCCC2 across the screens: FXIIa single = 8; FXIa inh = 2
Cc1nn(C(C)(C)C)c(OC(=O)c2ccc3c(c2)OCO3)c1Sc1ccccc1 across the screens: FXIIa single = 9; FXIa inh = 7

(list continues)
FXIIa single	FXIa inh	structure
8	-2	CCN1C(=O)/C(=C/N2CCc3ccccc32)SC1=S
4	-1	O=C(O)C1CC(c2cccc(Br)c2)=NO1 (stereo not given)
-4	1	COc1cccc(-c2cc(C(F)(F)F)n3nc(N)nc3n2)c1
1	-1	CCC(=O)Nc1ccc(C(=O)Nc2ccc3c(c2)C(=O)N(CC2CCCO2)C3=O)cc1 (stereo not given)
7	-6	CC1CCCN(C(=O)N2c3ccccc3Sc3ccccc32)C1 (stereo not given)
1	8	O=C(c1cccnc1)N1CCN(Cc2ccccc2Br)CC1
12	7	Cc1ccc(S(=O)(=O)[N-]c2nc3ccccc3nc2-n2cc[n+](CCC(C)C)c2)cc1
4	0	CN1/C(=C/C(=O)c2cccs2)Sc2ccccc21
-17	3	O=C(COC(=O)c1c2c(nc3ccccc13)CCCC2)Nc1ccc2c(c1)OCO2
-11	3	O=C(CSc1ccc(-c2ccccc2)nn1)NCc1ccco1
7	3	O=C(Cc1c(F)cccc1Cl)N1CCN(C(=O)c2ccco2)CC1
4	3	O=C(NCCc1ccccc1)c1cnn2c(C(F)F)cc(C3CC3)nc12
5	34	CCOC(=O)C(C)CC(C)C(=O)N1CCOCCN(C(=O)C(C)CC(C)C(=O)OCC)CCOCC1 (stereo not given)
-9	-3	Cc1ccc(C)n1-n1cnc2sc3c(c2c1=O)CCCCC3
-13	-1	C=CCn1c(N)c(C(=O)OC(C)(C)C)c2nc3ccccc3nc21
5	5	CN(C)C(=O)C1(c2ccccc2)CCN(S(=O)(=O)c2ccccc2)CC1
7	-1	CCC(=O)NCCc1nc2cc(NC(=O)c3ccccc3OC)ccc2n1C
-9	30	CCOc1ccccc1OCC(=O)Nc1ccc(Cl)cc1Cl
5	-4	CC1CCCCC1NC(=O)c1ccc(S(=O)(=O)N2CCCC2)cc1 (stereo not given)
-10	1	CCOC(=O)c1cc2c(=O)n3cccc(C)c3nc2n(Cc2ccco2)c1=NC(=O)c1ccccc1
15	1	COc1ccc(Cl)cc1-c1n[nH]c(=S)n1C
6	-3	Cn1c(=O)c2c(n(Cc3ccccc3)c1=O)NC(=O)C2CC(=O)O (stereo not given)
12	1	CCCCNC(=O)NS(=O)(=O)c1ccc(C(=O)OC)o1
4	9	CC1CN(C(=O)Nc2ccc3c(c2)OCO3)CC(C)O1 (stereo not given)
6	0	CCC(Oc1ccccc1)C(=O)Nc1ccc(S(=O)(=O)N2CCOCC2)cc1 (stereo not given)
-1	-10	Clc1ccc(CSc2nnc(CNc3cccc(Cl)c3)o2)cc1
10	8	CCOC(=O)c1cnc(SCCc2ccccc2)nc1N
3	-1	CN(CC(=O)O/N=C(\N)c1ccc([N+](=O)[O-])cc1)S(=O)(=O)c1ccc2ccccc2c1
6	-8	CCOC(=O)c1cnc(SC)nc1Sc1ccccc1
-8	17	CCOC(=O)C1(CCC(C)C)CC(CSc2nc3ccccc3[nH]2)OC1=O (stereo not given)

Compounds shown so far that contain a thiophene ring, fused or not:
FXIIa single	FXIa inh	structure
-13	0	COC(=O)Nc1sc2c(c1C(N)=O)CCCCCC2
4	0	CN1/C(=C/C(=O)c2cccs2)Sc2ccccc21
-9	-3	Cc1ccc(C)n1-n1cnc2sc3c(c2c1=O)CCCCC3

(listing goes on)
FXIIa single	FXIa inh	structure
3	15	C[C@H](N)c1nnc(SCc2c(Cl)cccc2Cl)o1
4	4	COc1ccc(N2CCN(C(=O)CN(CCc3ccccc3)S(C)(=O)=O)CC2)cc1
4	-5	COC(=O)C1C(=O)C2=C(CC1C)NC(C)=C(C(=O)OCc1ccc(OC)cc1)C2c1ccc(C)o1 (stereo not given)
7	10	COc1ccccc1CNC(=O)CCn1c(=O)oc2ccccc21
-6	4	CC1=C(C#N)C(c2cccnc2)C2=C(CC(c3ccc(Cl)cc3)CC2=O)N1 (stereo not given)
9	-1	C=CCc1cc(C(=O)N2CCCCC2)ccc1O
7	-7	COc1ccc(OC)c(C(=O)c2coc3ccc(OCC(=O)O)cc23)c1
1	7	COc1ccc(Oc2c(C)oc3c(CN4CCOCC4)c(O)ccc3c2=O)cc1
9	-3	COc1ccc2c(c1)C(=NN)c1cc(OC)ccc1-2
4	-5	O=C(Nc1ccc(Br)c(Cl)c1)c1ccco1
-11	5	COc1ccc(-c2c(C)n([O-])c3c([n+]2=O)CCC3)cc1OC
6	4	CC(C)C(c1nnnn1C1CCCC1)N1CCOCC1 (stereo not given)
7	5	COc1cc(OC)c2c(N)c(C#N)c(C(F)(F)C(F)(F)F)nc2c1
7	-3	COc1ccc2oc(=N)c(-c3nnc4n3CCCCC4)cc2c1
10	4	CCc1ccc(OCCCOc2ccc(C=O)cc2)cc1
6	2	c1ccc(CCNc2nc3ccccc3s2)cc1
2	-9	N#Cc1c2c(c(NCc3cccnc3)n3c1nc1ccccc13)CCC2
-12	3	NNC(=O)CCS(=O)(=O)c1ccc2ccccc2c1
-1	-4	CCOc1ccc(S(=O)(=O)N2CCN(c3ccccc3F)CC2)c2cccnc12
-11	-10	O=C(CN1CCN(c2ccccn2)CC1)Nc1ccccc1
-1	8	COCc1cc(C)c2c(N)c(C#N)sc2n1
2	0	Cc1noc(C)c1S(=O)(=O)N1CCC(C(=O)NCCN2CCC(C)CC2)CC1
7	0	O=C(CCSCCC(=O)NCc1ccccc1)NCc1ccccc1
1	8	CCC(C)[C@H](N)c1nnc(SCC(=O)c2ccc(Cl)cc2)o1 (stereo not given in full)
-1	-11	S=C(c1ccc2c(c1)OCO2)N1CCCCCC1
4	-5	CCn1c(-c2cc(OC)c(OC)c(OC)c2)n[nH]c1=S
1	4	Cc1nn(C(=O)c2ccco2)c(C)c1Br
2	-6	COc1cccc(/C=N/NC(=O)CO/N=C(\C)c2cccs2)c1OC
-16	2	O=C(CC(c1ccco1)C1CCCCC1=O)c1ccco1 (stereo not given)
-3	-6	COc1ccc(N(CC(=O)NCCSCc2c(F)cccc2Cl)S(C)(=O)=O)cc1OC

3 compounds out of the list above, arranged by their value in FXIa inh, low to high:
Compound | FXIa inh
Cc1ccc(-n2c(SCC(=O)OC(C)C)nnc2-c2ccncc2)cc1 | 2
Cc1nn(C(=O)c2ccco2)c(C)c1Br | 4
Cc1nn(C(C)(C)C)c(OC(=O)c2ccc3c(c2)OCO3)c1Sc1ccccc1 | 7

In another format: results already given
Under each structure – FXIIa single	FXIa inh
- COc1cccc(/C=N/NC(=O)CO/N=C(\C)c2cccs2)c1OC
    2	-6
- O=C(CN1CCN(c2ccccn2)CC1)Nc1ccccc1
    -11	-10
- COc1cc(OC)c2c(N)c(C#N)c(C(F)(F)C(F)(F)F)nc2c1
    7	5
- COc1ccc(N2CCN(C(=O)CN(CCc3ccccc3)S(C)(=O)=O)CC2)cc1
    4	4

Remaining list, next part:
FXIIa single	FXIa inh	structure
6	6	Cc1ccc(SC(=O)COc2ccccc2C)cc1
-4	-3	O=C(O)C1CCCCC1C(=O)Nc1cc(Cl)ccc1Cl (stereo not given)
2	33	CCC1(C)Cc2c(sc3nc(SC)n(Cc4ccccc4)c(=O)c23)CO1 (stereo not given)
3	-1	COc1cc(S(=O)(=O)n2nnc3ccccc32)c(OC)cc1Cl
4	-2	COc1ccc(N2CCN(C(=O)NC3CCCCC3)CC2)cc1
8	-6	COc1cc2c(cc1OC)C(c1cc3cc4c(cc3[nH]c1=O)OCO4)N(C(=O)C1CC1)CC2 (stereo not given)
4	2	O=C1c2ccccc2-c2c1cccc2C(=O)N1CCCCC1
5	5	CN(C)C(CNC(=O)C1CCCN(C(=O)c2ccc(Cl)cc2)C1)c1ccco1 (stereo not given)
-3	3	CN1CC=C2C(C#N)=C(N)C(C#N)(C#N)[C@H](c3ccoc3)[C@H]2C1
9	5	O=P(Cc1cc[n+]([O-])cc1)(c1ccccc1)c1ccccc1
-17	30	Cc1ccc(-n2ncc3c(Nc4cccc(C(=O)O)c4)ncnc32)cc1
16	-6	Cc1ccc(-c2nnc(SCC(=O)Nc3ccc4c(c3)oc3ccccc34)n2C)c(Cl)c1
-15	32	CCc1ccccc1N(CC(=O)OC)S(C)(=O)=O
4	7	CC(=O)NC1(c2ccccc2)CCN(C(=O)N2CCOCC2)CC1
16	-1	COC(=O)c1sc(OC)cc1OCc1ccc(C)cc1
-5	0	CC(=O)c1ccc(NC(=O)c2cccs2)cc1
5	10	COc1ccc(S(=O)(=O)Nc2cc3c(C(C)=O)c(C)oc3c3ccccc23)cc1
14	3	Cc1[nH]n(-c2ccc([N+](=O)[O-])cc2)c(=O)c1N=Nc1nc2ccccc2s1
5	6	O=C(NCC1CCCO1)c1ccc(COCC(F)(F)C(F)F)cc1 (stereo not given)
12	13	CCC(C)NC(=O)c1ccccc1NC(=O)COc1ccc(OC)cc1 (stereo not given)
1	1	O=c1cc(/C=C/c2cccs2)[nH]c2ccccc12
-3	3	CCOc1ccc(N2C(=O)CS/C2=C(\C(Cl)=C(Cl)Cl)[N+](=O)[O-])cc1
8	-3	Cc1ccc(-n2nnnc2SCn2nnc3ccccc3c2=O)cc1
4	-7	CCCc1nc2oc3c(OC)ncnc3c2c2c1COC(C)(C)C2
16	-12	CCCCOc1ccc(C(=O)NCc2ccncc2)cc1
0	1	Cc1noc(C)c1COC(=O)CCCOc1ccc(Cl)cc1Cl
4	-2	CCOc1nc(CC)nc(NC(=O)NS(=O)(=O)c2ccccc2Cl)n1
-16	29	O=C(CN1CCN(S(=O)(=O)c2ccc3ccccc3c2)CC1)N1CCc2ccccc2C1
0	-5	O=C(Nc1cccc(C(F)(F)F)c1)c1ccc(Cn2cc(Br)cn2)o1
2	-2	COc1ccc(-n2c(C)csc2=S)cc1
7	7	c1ccc(CC2CCN(c3nc(N4CCOCC4)nc(N4CCOCC4)n3)CC2)cc1
-12	1	CCOc1cc(CN2CCN(C(=O)CC(C)C)CC2)ccc1OC
1	-2	Cc1nc(NC(=O)c2ccccc2)sc1-c1csc(NCCc2ccccc2)n1
2	4	CCN1C(=O)CC(N2CCN(CC(=O)NC(C)C)CC2)C1=O (stereo not given)
-44	-21	Cc1cccn2c(=O)c3cc(C(=O)NCC4CCCO4)c(=N)n(Cc4cccnc4)c3nc12 (stereo not given)
12	4	O=S(=O)(Nc1ccc2c(c1)OCO2)c1ccc(Br)s1
5	-5	Cc1ccc(S(=O)(=O)NC(=O)c2cc(C)n(CCCN3CCOCC3)c2C)cc1

Source: PubChem (PCMD)

An excerpt (hit frequency here may not be typical).
